PPARg SRC-3 ag: PPARgamma-driven SRC-3 recruitment agonism; 0.26% of 200,000 active; activation, % at 8 µM; biochemical PPARgamma/SRC-3 coactivator recruitment assay; in the data active = activation above about 23%;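 note: 0% = DMSO and 100% = reference agonist; some compounds past the cut are filed as inactive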
Target sequence (P37231 whole entry, looked up): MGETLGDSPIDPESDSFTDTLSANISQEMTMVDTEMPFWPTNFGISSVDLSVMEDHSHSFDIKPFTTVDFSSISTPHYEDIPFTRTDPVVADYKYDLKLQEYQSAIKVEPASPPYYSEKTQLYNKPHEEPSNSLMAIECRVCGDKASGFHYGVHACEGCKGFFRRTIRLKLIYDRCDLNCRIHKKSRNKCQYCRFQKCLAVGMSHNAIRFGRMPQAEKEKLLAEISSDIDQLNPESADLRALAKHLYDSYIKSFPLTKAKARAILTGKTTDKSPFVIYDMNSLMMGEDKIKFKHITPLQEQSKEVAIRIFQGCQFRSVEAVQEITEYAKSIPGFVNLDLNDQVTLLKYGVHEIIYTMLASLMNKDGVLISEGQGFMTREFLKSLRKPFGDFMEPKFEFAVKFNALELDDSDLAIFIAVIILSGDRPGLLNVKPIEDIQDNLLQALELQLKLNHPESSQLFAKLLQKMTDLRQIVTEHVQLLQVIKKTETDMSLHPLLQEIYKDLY
S1P3 antagonist: antagonists of human S1P3 receptor; Q99500; CHO S1P3 NFAT-BLA reporter, FRET fluorescence, antagonist mode; inhibition, % at 4.98 µM; 0.27% of 170,000 active; AID 485;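 active = inhibition above the plate cutoff, the mean inhibition of test wells on that plate plus 3 SD, cut at about 28% in these data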;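 note: cells challenged with S1P at its EC80 of 0.8 µM; blue over green emission ratio from cleaved BLA substrate after 4 h stimulation; 0% = S1P-stimulated wells and 100% = unstimulated DMSO-only wells; some compounds past the cut are filed as inactive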
Target sequence (Q99500 whole entry, looked up): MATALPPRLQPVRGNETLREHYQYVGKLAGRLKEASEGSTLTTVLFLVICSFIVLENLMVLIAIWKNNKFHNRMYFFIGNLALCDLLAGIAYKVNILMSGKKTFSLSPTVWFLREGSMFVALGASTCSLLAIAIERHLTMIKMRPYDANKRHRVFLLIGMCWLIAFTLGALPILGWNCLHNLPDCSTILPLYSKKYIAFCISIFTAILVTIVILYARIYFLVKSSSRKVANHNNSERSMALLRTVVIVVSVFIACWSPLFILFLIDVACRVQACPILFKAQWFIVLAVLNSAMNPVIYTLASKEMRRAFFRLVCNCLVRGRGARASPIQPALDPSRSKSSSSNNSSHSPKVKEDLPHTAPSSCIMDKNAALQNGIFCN
Lmaj promast: inhibitors of Leishmania major promastigote growth; 9% of 200,000 active; Leishmania major promastigotes, resazurin fluorescence viability; inhibition, % at 10 µM; in the data active = inhibition above about 50%;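 note: promastigotes grown with compound for 44 hours at 28 °C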
DTT redox prof: compounds producing H2O2 with reducing agent – biochemical, NIH compound library profiling, artefact control for MLSCN library redox annotation, primary screen; 0.03% of 200,000 active; DTT-dependent redox cycling H2O2, phenol red/HRP absorbance; 100% = 100 µM peroxide control, 0% = buffer; activation, % at 10 µM;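 active = activation of at least 50% relative to the plate's high and low controls in the primary single-dose screen; inactive = activation below 50%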;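 note: compound incubated with DTT at 0.8 mM final as the reducing agent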
bIAP activator: intestinal alkaline phosphatase (bovine) activation; activation factor at 20 µM; 0.17% of 200,000 active; purified bovine IAP, CDP-star luminescence, 30 min; hits give high values; fold of DMSO-control signal, blank-subtracted;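 active = activation factor of 2 or more at 20 µM, a signal rise over negative controls twice the positive control's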
TLR4-MyD88 BLA: TLR4-MyD88 interaction inhibition in cells; 0.18% of 200,000 active; inhibition, % at 8.4 µM; HeLa CL3-4 TLR4/MyD88 BLA complementation, FRET ratio; O00206+Q99836; in the data active = inhibition above about 25%;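 note: 0% = vehicle and 100% = reference inhibitor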
SRC2 TRFRET art: TR-FRET artefact, counter-screen to PPARgamma/SRC-2 agonist assay; 0.4% of 200,000 active; AID 1049; hits give high values; TR-FRET ratio at 8 µM; in the data active = TR-FRET ratio above about 2000; note: inactives centre near 1500; reference of the scale not given here
ROMK mod: modulators of human ROMK potassium channel. P48048. Tet-inducible ROMK, thallium flux fluorescence; actives lie on both sides. B-score at 10 µM. 2% of 130,000 active. AID 1918;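 active = signal ratio slope over the read window, or its plate-corrected B-score, at least 3 SD from the plate mean, either direction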;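 note: B-score of the F/F0 ratio slope over 7 to 12 s after thallium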
PPARg SRC-2 ag: agonists of SRC-2 recruitment by human PPARgamma | P37231 | PPARgamma LBD-SRC-2 recruitment, biochemical | activation, % at 8 µM | 0.34% of 200,000 active | AID 1032; in the data active = activation above about 22%;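 note: 0% = vehicle and 100% = reference agonist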
bIAP inh: blocks bovine intestinal alkaline phosphatase activity. purified bovine IAP, CDP-star luminescence, 30 min. inhibition, % at 20 µM. 190,000 tested, under 10 active. AID 1019;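 active = over 50% inhibition of intestinal alkaline phosphatase at 20 µM in the single-dose screen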
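Assay system – bovine IAP enzyme · Quantity – bovine IAP at 1/65,000,000 final dilution · Detection – CDP-star luminescence signal · Times – 30 min reaction at room temperature · Also added – CDP-star substrate at 30 µM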
PPARg SRC-1 ag: agonists of human PPARgamma SRC-1 coactivator recruitment; PPARgamma-SRC-1 coactivator recruitment biochemical assay; activation, % at 8 µM; 0.41% of 200,000 active; in the data active = activation above about 19%;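 note: 0% = DMSO and 100% = reference agonist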
* hit, by the source's call; nt = no result given.

SMILES	PPARg SRC-3 ag	S1P3 antagonist	Lmaj promast	DTT redox prof	bIAP activator	TLR4-MyD88 BLA	SRC2 TRFRET art	ROMK mod	PPARg SRC-2 ag	bIAP inh	PPARg SRC-1 ag
Oc1ccc(/C=N/Nc2cccc3cccnc23)c(O)c1	13	nt	5	26	0.9	14	1566	nt	-5	10	15
O=[N+]([O-])c1ccccc1S(=O)(=O)NC1CCCC1	5	0	-2	-0.4	0.9	0	1442	-1	10	10	7
CCOC(=O)C1CCN(C(=O)COC(=O)COc2ccccc2OC)CC1	1	-7	-4	1.9	1	8	1537	nt	-1	-4	-6
C=CCNc1ncnc2c1cnn2-c1ccc(C)cc1C	2	-12	14	0.0	0.9	8	1588	nt	3	5	-2
NNc1ccccc1C(F)(F)F	4	-15	-12	-1.8	1.3	-7	1769	0.78	-1	-27	6
O=c1cc(CSc2nnc(-c3ccccc3)o2)c2ccccc2[nH]1	6	3	-5	-0.3	1	3	1615	nt	6	4	4
O=C(CSc1nc(O)c(C2CCCCC2)c(=O)[nH]1)N1CCOCC1	1	0	-9	0.3	1	-4	1435	1.3	3	-5	4
Cc1ccc2nc(C3CCCN(C(=O)NCc4ccccc4)C3)[nH]c2c1 (stereo not drawn)	-2	-8	-3	1.0	1	2	1567	nt	1	1	5
N#Cc1cccc(CSc2nnc(CCCO)n2-c2ccccc2)c1	-7	14	-3	1.5	1	11	1418	-0.66	3	1	-7
CCOc1cc(N2CCOCC2)c(OCC)cc1NC(=O)COC(=O)c1cc(C)cc(C)c1	5	2	9	0.2	0.3	14	1503	nt	3	nt	8
C/C(Cl)=C\Cn1c(O)c(N=NC(N)=S)c2ccccc21	6	11	4	-0.3	1	-17	1784	1.3	4	-4	19
Cc1[nH]c2ccccc2c1C(C[N+](=O)[O-])c1cccs1 (stereo not drawn)	4	-5	-5	0.2	1	0	1568	-0.3	11	3	2
CCCn1c2ccccc2c2nnc(SCC(=O)Nc3c(C)n(C)n(-c4ccccc4)c3=O)nc21	1	3	31	0.0	0.7	-8	1689	nt	-2	26	-5
O=C(COC(=O)/C=C/c1ccc(Cl)cc1Cl)Nc1ccc2c(c1)OCCO2	5	-11	-1	-1.1	1.1	-2	1612	0.013	4	-11	3
COCCCNc1ccnc2c(Cl)cccc12	1	-31	5	0.1	0.9	0	1418	-0.45	3	12	5
CCOc1ncccc1C(=O)Oc1ccc2c(c1)OCO2	8	-14	-6	-0.2	0.9	-4	1330	-0.53	5	6	5
CCOC(=O)c1sc2nc(C)nc(SCC(=O)NC3CCS(=O)(=O)C3)c2c1C (stereo not drawn)	0	4	29	0.7	1.1	17	1536	1.5	-1	-6	0
CC(=O)N1CC=C2C(C#N)=C(N)C(C#N)(C#N)C(CCc3ccccc3)C2C1 (stereo not drawn)	-4	-33	30	0.9	0.9	-1	1175	-2.7*	-2	14	-3
O=C(CN1CCOCC1)c1c[nH]c2ccccc12	-5	nt	-3	0.5	0.9	18	1579	nt	6	6	-1
CCOC(=O)CSc1nnc(CNC(=O)c2ccc(OC)c(OC)c2)n1C	0	-20	-9	2.4	1	-10	1764	nt	5	5	1
Cc1cc(-c2ccccc2N)n[nH]1	-4	10	-3	0.5	1	-8	1368	-0.34	4	-3	1
Cc1ccc(C)c(OCC(=O)Nc2cccc(C(=O)O)c2)c1C	3	nt	-5	0.1	0.9	5	1393	nt	1	10	-3
CC(C)(C)N(C(=O)Cn1nnc(-c2ccc(F)cc2)n1)C(C(=O)NC1CCCC1)c1ccncc1 (stereo not drawn)	11	nt	0	-0.6	1	-1	1589	nt	-3	4	2
O=C(Nc1ccc(OC(F)(F)F)cc1)c1ccc(-n2cncn2)nc1	-3	-7	-4	-1.8	0.9	-9	1433	-0.36	-4	7	4
Cc1cc(=O)oc2cc(OCC(=O)NCCc3nc4ccccc4[nH]3)ccc12	0	-13	8	0.2	1.1	-7	1562	nt	2	-7	-4
O=C(NCCc1c[nH]c2ccccc12)c1cc2ccccc2oc1=O	3	-5	1	-0.1	1.1	8	1398	-0.62	2	-6	12
COC(=O)c1cn(Nc2ncc(C(F)(F)F)cc2Cl)c(=O)c2ccccc12	2	nt	1	0.3	1	-2	1462	-1.2	12	-2	-5
COC(=O)c1[nH]c2cc(OC)ccc2c1NC(=O)CCN1CCN(c2ccccc2)CC1	-3	nt	4	0.2	1	-12	1533	-0.092	7	5	0
O=C1N(Nc2ccccc2)C(c2ccc(Br)cc2)C12CCCC2 (stereo not drawn)	-5	nt	6	2.8	1	3	1706	nt	7	3	3
COc1cc(-c2n[nH]c(=S)n2-c2ccc(C)cc2)cc(OC)c1OC	6	7	2	-0.4	1	-1	1885	1.2	17	3	8
O=c1cc(CSc2ccccn2)[nH]c(=O)[nH]1	6	-18	-7	0.1	1	-13	1315	nt	-1	3	8
CC(=O)Nc1sc2c(c1C(N)=O)CCCC2	10	nt	-5	0.1	1	3	1505	nt	-1	4	2
Cc1scc(C(=O)NNC(=S)NCC2CCCO2)c1-c1ccccc1 (stereo not drawn)	1	-1	12	-0.1	1.1	2	1561	-0.078	10	-8	1
CNC(=O)COC(=O)/C=C/c1nc2ccccc2s1	-6	-3	-3	-0.3	0.9	5	1363	0.044	-7	11	-2
CC(NC(=O)NC(N)=O)(C(F)(F)F)C(F)(F)F	5	nt	-5	-0.5	1.1	-2	1899	0.11	12	-6	4
CN(C)C(=O)CNC(=O)C1CCCCC1	0	nt	-6	0.4	0.9	14	1625	nt	7	9	0
CSCCC(NC(=O)C1CCC(C)CC1)C(=O)NCc1ccco1 (stereo not drawn)	5	3	8	-4.2	1	16	1588	-1	2	5	6
O=C(Nc1ccccc1C(=O)N1CCCC1)c1ccccc1	4	nt	-3	0.3	0.9	1	1506	nt	4	8	3
CCn1c(SC)nc(O)c(C(c2ccc(OC)c(O)c2)c2c(O)nc(SC)n(CC)c2=O)c1=O	5	nt	-4	0.1	0.9	6	1546	-0.91	-7	6	-4
CNC(=S)SCCOc1ccccc1C	0	-9	-5	0.4	1	-10	1723	nt	4	-2	7

Part of the list above, limited to PPARg SRC-2 ag, bIAP inh and Lmaj promast.
canonical_smiles | PPARg SRC-2 ag | bIAP inh | Lmaj promast
Cc1cc(=O)oc2cc(OCC(=O)NCCc3nc4ccccc4[nH]3)ccc12 | 2 | -7 | 8
COc1cc(-c2n[nH]c(=S)n2-c2ccc(C)cc2)cc(OC)c1OC | 17 | 3 | 2

New compounds follow:
SMILES	PPARg SRC-3 ag	S1P3 antagonist	Lmaj promast	DTT redox prof	bIAP activator	TLR4-MyD88 BLA	SRC2 TRFRET art	ROMK mod	PPARg SRC-2 ag	bIAP inh	PPARg SRC-1 ag
COc1ccc(N2CCN(C(=O)CSc3nc4[nH]ncc4c(=O)n3-c3ccc(Br)cc3)CC2)cc1	1	12	17	-0.5	1.2	2	1635	nt	8	-16	0
COc1ccc(-n2nnnc2SCC(=O)Nc2ccccc2)cc1	10	nt	-4	2.4	1	-5	1475	nt	-6	3	-7
O=C(CCSc1nc(-c2ccco2)cc(C(F)(F)F)n1)N1CCN(c2ccccn2)CC1	9	-13	-2	0.0	0.9	0	1565	-0.82	12	8	2
CC(C)(C)NC(=O)CN(Cc1cccs1)C(=O)CCC(=O)Nc1nccs1	8	nt	-7	0.7	1.1	4	1433	nt	1	-6	8
COc1ccc(Oc2nc(C)cc(C)c2S(=O)(=O)c2ccc(C)cc2)cc1	1	nt	19	-2.5	1.1	1	1442	-0.18	-12	-9	-5
Cc1cccc(C)c1NC(=O)N1CCC(c2nc3ccccc3o2)CC1	-8	-18	2	-0.8	1.1	-10	1423	nt	-3	-7	-1
C(=N\NC1=Nc2cccc3cccc1c23)/c1cccnc1	6	10	13	0.8	0.8	8	1707	-0.39	1	17	16
CCc1ccc(OCCOCC(O)CN2CCN(Cc3ccc(Cl)cc3)CC2)cc1 (stereo not drawn)	-1	-19	96*	-0.4	1	6	1442	-1.5	-5	-3	5
Cc1ccc(S(=O)(=O)N2CCN(C)CC2)c(C)c1	-6	nt	-1	1.0	0.8	5	1411	-0.53	-5	15	-7
CCOc1ccc(C2C(C#N)=C(N)SC(N)=C2C#N)cc1OC	3	nt	-5	-2.2	1.2	-7	1648	-0.23	0	-17	3
COc1ccc(CN(C(=O)CN2C(=O)c3ccccc3S2(=O)=O)C(C(=O)NCC2CCCO2)c2ccncc2)cc1 (stereo not drawn)	-3	8	-9	0.6	0.9	-5	1368	nt	-2	5	-2
O=C(COc1ccc2ccc(=O)oc2c1)Nc1ccc(N2CCOCC2)cc1	1	4	1	-0.4	0.8	12	1570	0.0074	-4	15	-3
Cc1ccc(NC(=O)C[n+]2ccccc2)cc1[N+](=O)[O-]	3	nt	-3	1.2	1.1	11	1329	nt	2	-9	0
CCCC(=O)n1nc(-c2cccnc2)nc1NCc1ccccc1	5	8	-7	-0.5	1	-7	1703	nt	5	-2	6
Cc1cc(C(=O)COC(=O)Cc2n[nH]c(=O)c3ccccc23)c(C)n1-c1ccc2c(c1)OCCO2	3	-8	10	-0.3	0.9	-20	1674	nt	7	5	6
O=S(=O)(c1ccc(Oc2ccc3oc4ccccc4c3c2)nc1)N1CCCC1	-2	nt	-4	0.8	0.9	-5	1409	nt	4	9	1
Cc1ccc(NC(=O)C(C)c2ccc(-c3ccccc3)c(F)c2)cc1 (stereo not drawn)	-3	nt	1	0.0	0.7	0	1499	0.49	4	27	0

In the list so far, ten have an aryl methoxy group.
SMILES	PPARg SRC-3 ag	S1P3 antagonist	Lmaj promast	DTT redox prof	bIAP activator	TLR4-MyD88 BLA	SRC2 TRFRET art	ROMK mod	PPARg SRC-2 ag	bIAP inh	PPARg SRC-1 ag
CCOC(=O)C1CCN(C(=O)COC(=O)COc2ccccc2OC)CC1	1	-7	-4	1.9	1	8	1537	nt	-1	-4	-6
CCOC(=O)CSc1nnc(CNC(=O)c2ccc(OC)c(OC)c2)n1C	0	-20	-9	2.4	1	-10	1764	nt	5	5	1
COC(=O)c1[nH]c2cc(OC)ccc2c1NC(=O)CCN1CCN(c2ccccc2)CC1	-3	nt	4	0.2	1	-12	1533	-0.092	7	5	0
COc1cc(-c2n[nH]c(=S)n2-c2ccc(C)cc2)cc(OC)c1OC	6	7	2	-0.4	1	-1	1885	1.2	17	3	8
CCn1c(SC)nc(O)c(C(c2ccc(OC)c(O)c2)c2c(O)nc(SC)n(CC)c2=O)c1=O	5	nt	-4	0.1	0.9	6	1546	-0.91	-7	6	-4
COc1ccc(N2CCN(C(=O)CSc3nc4[nH]ncc4c(=O)n3-c3ccc(Br)cc3)CC2)cc1	1	12	17	-0.5	1.2	2	1635	nt	8	-16	0
COc1ccc(-n2nnnc2SCC(=O)Nc2ccccc2)cc1	10	nt	-4	2.4	1	-5	1475	nt	-6	3	-7
COc1ccc(Oc2nc(C)cc(C)c2S(=O)(=O)c2ccc(C)cc2)cc1	1	nt	19	-2.5	1.1	1	1442	-0.18	-12	-9	-5
CCOc1ccc(C2C(C#N)=C(N)SC(N)=C2C#N)cc1OC	3	nt	-5	-2.2	1.2	-7	1648	-0.23	0	-17	3
COc1ccc(CN(C(=O)CN2C(=O)c3ccccc3S2(=O)=O)C(C(=O)NCC2CCCO2)c2ccncc2)cc1 (stereo not drawn)	-3	8	-9	0.6	0.9	-5	1368	nt	-2	5	-2

Compound activity: PubChem, several laboratories
